# Screening data: PubChem BioAssay, The Scripps Research Institute Molecular Screening Center
# CHRM4 antagonist – CHRM4 antagonism in calcium assay; CHO-hM4 cells, ACh EC80, Fluo-8 calcium fluorescence; inhibition, % at 3 µM; 360,000 tested, 0.73% active;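 active = inhibition above its plate's cutoff, the mean inhibition of sample wells plus 3 SD, cut at about 27% in these data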;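 also: 0% = acetylcholine EC80 with DMSO and 100% = DMSO without agonist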
# M1 PAM – human CHRM1 positive allosteric modulation | P11229 | CHO-K1 hM1, Fluo-8 calcium fluorescence, ACh EC20; 0% = ACh EC20, 100% = maximal ACh | activation, % at 3 µM | 360,000 tested, 0.088% active; in the data active = activation above about 19%, passing the limit was not always enough
# CHRM4 agonist – CHRM4 agonism in calcium assay; P08173; 360,000 tested, 0.14% active; activation, % at 3 µM; CHO-K1 hM4/Gqi5, Fluo-8 calcium fluorescence; vehicle 0%, full acetylcholine response 100%;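 active = activation above the run mean over all test wells plus 3 SD, cut at about 32% in these data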;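 also: peak over basal fluorescence ratio per well then scaled between controls; 0% = DMSO wells and 100% = acetylcholine at EC100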
# CHRM1 agonist – agonists of human M1 muscarinic receptor. 360,000 tested, 0.33% active. P11229. activation, % at 3 µM. CHO-K1 hM1, Fluo-8 calcium fluorescence, agonist mode; 0% DMSO, 100% acetylcholine EC100;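 active = activation above the run's mean compound activation plus 3 SD, cut at about 16% in these data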;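 also: peak over basal fluorescence ratio within a 140 s kinetic read after compound addition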
# M5 antag – blocks acetylcholine activation of human M5 receptor | AID 624040 | 360,000 tested, 0.59% active | inhibition, % at 3 µM | P08912 | CHO-hM5 cells, Fluo-8 calcium fluorescence, ACh EC80;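 active = inhibition above a per-plate cutoff, the mean of that plate's test compounds plus 3 SD, cut at about 27% in these data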;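 also: 0% = acetylcholine EC80 with DMSO and 100% = DMSO without agonist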
# Target sequence (P08912 whole entry, looked up): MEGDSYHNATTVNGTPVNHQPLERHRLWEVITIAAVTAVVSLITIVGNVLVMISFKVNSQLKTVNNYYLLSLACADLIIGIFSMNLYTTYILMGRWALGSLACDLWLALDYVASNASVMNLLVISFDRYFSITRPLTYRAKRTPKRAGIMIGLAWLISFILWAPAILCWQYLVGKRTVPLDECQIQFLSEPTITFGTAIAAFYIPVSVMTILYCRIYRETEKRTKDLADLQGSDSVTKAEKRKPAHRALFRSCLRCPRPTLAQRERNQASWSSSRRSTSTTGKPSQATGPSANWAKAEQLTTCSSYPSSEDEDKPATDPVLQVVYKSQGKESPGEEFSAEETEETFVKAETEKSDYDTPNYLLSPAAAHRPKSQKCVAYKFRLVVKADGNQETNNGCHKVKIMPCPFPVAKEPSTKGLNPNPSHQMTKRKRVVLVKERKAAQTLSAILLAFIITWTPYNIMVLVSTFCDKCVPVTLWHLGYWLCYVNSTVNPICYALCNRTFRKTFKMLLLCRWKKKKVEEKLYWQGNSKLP
# M1 antag – blocks human M1 muscarinic receptor. P11229. CHO-K1 hM1, Fluo-8 calcium fluorescence, ACh EC80 antagonist. inhibition, % at 3 µM. 360,000 tested, 1.3% active. AID 588852;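 active = percent inhibition above its own plate's cutoff, namely the mean of that plate's compound wells plus 3 SD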;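 also: peak over basal fluorescence ratio during 140 s after agonist addition; 0% = ACh EC80 plus DMSO and 100% = DMSO alone without agonist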
# M5 PAM – positive allosteric modulators of human muscarinic M5 receptor. P08912. CHO-K1 hM5, Fluo-8 calcium, ACh EC20 PAM; 0% = ACh EC20, 100% = ACh EC100. activation, % at 3 µM. 360,000 tested, 0.3% active. AID 624038;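 active = activation above the run cutoff, the mean activation of all test compounds plus 3 SD, cut at about 18% in these data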
#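 Measured by: Fluo-8 calcium fluorescence; material: human M5 receptor in CHO-K1 cells; schedule: Post-acetylcholine fluorescence recording 140 s; benchmarks: low control EC20 acetylcholine (0%), high control EC100 acetylcholine (100%); read-out: Max/basal fluorescence ratio as % of EC20–EC100 ACh window; compound: single dose, 3 µM nominal final test concentration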
# TAAR1 agonist – human TAAR1 agonism; AID 624467; 360,000 tested, 0.99% active; activation, % at 3 µM; CHO RD-HGA16 TAAR1, Fluo-8 calcium fluorescence; vehicle wells 0%, saturating PEA agonist 100%;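 active = activation above the mean activation of all test compounds in the run plus 3 SD, cut at about 38% in these data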
# Target sequence (Q96RJ0 whole entry, looked up): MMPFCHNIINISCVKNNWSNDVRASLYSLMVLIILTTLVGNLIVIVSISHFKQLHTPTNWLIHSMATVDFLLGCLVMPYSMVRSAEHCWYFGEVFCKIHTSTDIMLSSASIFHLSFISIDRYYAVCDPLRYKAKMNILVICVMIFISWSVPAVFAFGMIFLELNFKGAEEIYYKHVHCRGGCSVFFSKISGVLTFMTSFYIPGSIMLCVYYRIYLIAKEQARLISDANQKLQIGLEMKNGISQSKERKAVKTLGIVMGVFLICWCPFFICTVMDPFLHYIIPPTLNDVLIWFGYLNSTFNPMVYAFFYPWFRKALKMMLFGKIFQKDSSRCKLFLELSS
#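 Test system: RD-HGA16 (CHO) cells co-expressing Gα16 and hTAAR1; dosing: one-point dosing at 3 µM (nominal); timing: 17-24 h seeding, 75 min 37 °C dye, 30 min RT; signal: kinetic Fluo-8 calcium fluorescence; read-out basis: % activation relative to PEA EC100 response; controls: DMSO and PEA EC100; replicates: n 1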
# M5 ag – CHRM5 agonism in calcium assay; CHO-K1 hM5 cells, Fluo-8 calcium fluorescence; 0% DMSO wells, 100% maximal acetylcholine response; P08912; 360,000 tested, 0.19% active; activation, % at 3 µM;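 active = activation above the run's mean over test compounds plus 3 SD, cut at about 23% in these data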;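 also: signal is peak over basal fluorescence ratio across the kinetic read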
# * = called active by the depositor; . = not tested or not shown; & = joins results of further samples.
cpd	Molecule	CHRM4 antagonist	CHRM4 agonist	M1 antag	M5 ag	TAAR1 agonist	CHRM1 agonist	M5 PAM	M5 antag	M1 PAM
1	CCOC(=O)c1ccc(NC(=O)Nc2ccc(Cl)cn2)cc1	0	1	3	-1	6	-5	-1	-4	-4
2	COc1ccccc1CCC(=O)OCC(=O)Nc1cccc(S(=O)(=O)N2CCOCC2)c1	-4	5	14	0	1	-2	-5	3	2
3	COCCNC(=O)c1cc2c(c(-c3cccc(-c4cc5ccccc5o4)c3)n1)[C@@H](CCO)N(S(=O)C(C)(C)C)C2 (stereo partly specified)	6	8	-18	-1	3	-1	0	2	2
4	Cc1ccc(NC(=O)CSc2nc3ccccc3nc2N2CCOCC2)c(C)c1	-11	0	-5	-1	1	-7	0	5	5
5	O=C(CSc1nnc(-c2cccs2)n1-c1ccccc1)N1CCOCC1	-2	1	23	-3	8	-1	-7	2	-8
6	C=CCNc1ncnc2c1cnn2-c1ccc(OC)cc1	12	3	-3	5	6	1	-7	3	5
7	COc1cc(C#N)ccc1OCC(=O)NCc1cccs1	1	2	1	0	17	-8	10	-4	-2
8	CC(C)c1ccc(S(=O)(=O)N2CCC(C(=O)N3CCN(c4cccc(Cl)c4)CC3)CC2)cc1	-13	0	-4	0	2	-4	-1	-5	4
9	CCC1CCCCN1C(=S)NC(=O)c1ccc(F)c(S(=O)(=O)N2CCOCC2)c1 (stereo unspecified)	5	1	2	-2	1	-8	-5	2	-1
10	CCCOc1ccccc1NC(=O)CC1Nc2ccccc2NC1=O (stereo unspecified)	4	-1	-5	0	1	-4	-6	5	3
11	Nc1c(S(=O)(=O)O)cc(NC(=O)c2ccccc2)c2c1C(=O)c1ccccc1C2=O	14	16	16	5	.	-7	-7	22	-6
12	COc1cc(CC(=O)OC2CCOC2=O)cc(OC)c1OC (stereo unspecified)	-10	1	-15	-3	4	-3	5	-9	8
13	COc1ccc(NC2CCCN(C(=O)CCC3=NNC(=O)CC3)C2)cc1 (stereo unspecified)	4	0	-7	-3	0	-3	-7	15	4
14	COc1cccc(F)c1C(=O)NC(=O)Nc1ccc2nc(C)oc2c1	6	3	0	5	.	-1	-2	1	2
15	CCn1c(=O)c2cc(C(=O)NCCN(C)C)sc2c2ccccc21	-4	1	-6	-4	-1	-1	19*	-11	2
16	CCCN(CCC)Cc1c(C(=O)N/N=C/c2ccoc2)nnn1-c1nonc1N	2	1	-13	-2	0	-7	6	3	5
17	C=CCC(CC=C)(C(N)=O)c1ccccc1	-4	1	-8	2	7	-4	7	-2	11
18	COc1ccc(S(=O)(=O)NCCCCCC(=O)O)cc1C(=O)O	2	1	-2	-2	4	-3	7	8	5
19	CCOc1ccc(S(=O)(=O)N(CC(=O)Nc2cc(C)on2)Cc2ccccc2Cl)cc1	-11	11	-3	-4	3	-10	-7	2	-8
20	OCC[C@@H]1C[C@@H](O)[C@H](O)[C@@]2(OCCc3ccccc32)O1	1	1	-2	4	23	-2	14	-5	10
21	O=C(NN1CCOCC1)c1ccc(Br)s1	4	1	-2	-1	3	-5	8	4	3
22	O=C(CNC(=S)N(Cc1ccc(F)cc1)C1CCCCC1)NC1CC1	10	1	3	-1	17	-4	-5	3	2
23	CCCOC(=O)c1ccc(NC(=O)c2ccccc2OC)cc1	-1	1	-7	-1	0	-9	2	-9	4
24	Cc1cc(C)c(OCC(=O)Nc2ccc(NC(=O)c3ccco3)cc2)c([N+](=O)[O-])c1	-2	4	11	0	3	-9	26*	-2	-8
25	NC(=O)c1ccc(Oc2ccc3ccc(=O)oc3c2)c([N+](=O)[O-])c1	-4	1	4	-3	5	-6	-5	6	1
26	COc1cccc(N(C(=O)CNC(=O)c2ccco2)C(C(=O)NC2CCCC2)c2ccncc2)c1 (stereo unspecified)	-3	0	0	-3	13	-5	-3	5	0
27	COC(=O)c1sccc1NC(=O)CC1NCCNC1=O (stereo unspecified)	-3	0	7	2	2	-2	1	9	3
28	Nc1nnnn1/N=C/c1ccccc1C(F)(F)F	-4	0	-37	-2	12	2	9	-4	-8
29	N#CC1=C(N)Oc2cc(N)ccc2C1c1cc(Br)cs1 (stereo unspecified)	0	7	9	-1	6	1	-6	4	-4
30	Cn1c(=O)c2c(SCC(=O)Nc3cccc(F)c3)nc(-c3ccco3)nc2n(C)c1=O	-6	1	-10	-2	4	-1	9	-4	9

# The list goes on.
cpd	Molecule	CHRM4 antagonist	CHRM4 agonist	M1 antag	M5 ag	TAAR1 agonist	CHRM1 agonist	M5 PAM	M5 antag	M1 PAM
31	CCc1ccc(NC(=O)CSc2nc3n[nH]c(C)c3c(=N)n2-c2cccc(OC)c2)cc1	-6	-3	-3	-7	5	-7	-4	2	0
32	COc1cc(C(=O)OCC(=O)Nc2ccc(S(=O)(=O)N3CCCC3)cc2)cc(OC)c1OC	-14	8	-8	2	2	-3	-1	15	5
33	O=C(Nc1nnc(-c2ccccc2)s1)c1ccc(F)cc1	4	1	-6	-3	7	-3	5	0	8
34	COc1cc(C)c(Cl)cc1S(=O)(=O)n1ccnc1C	1	0	-34	2	11	0	2	-4	6
35	COc1ccc2[nH]c(=O)c(CN(Cc3ccco3)C(c3nnnn3Cc3ccccc3)C(C)C)cc2c1 (stereo unspecified)	-1	9	-9	0	12	-3	-5	-2	1
36	COc1ccccc1CNC(=O)CSC1=NCCS1	3	1	-8	-1	3	-8	-7	9	12
37	CN(C1CCCCC1)S(=O)(=O)c1cc2c3c(c1)CCN3C(=O)CC2	-28	3	2	-5	3	-1	-6	-7	0
38	Cc1c(CC(=O)NCC(=O)NCC(=O)O)c(=O)oc2cc3oc4c(c3cc12)CCCC4	-4	0	-10	0	-2	-5	4	9	7
39	CCOc1ccc(NC(=O)CN(C)C(=O)CCCn2c(=O)oc3ccccc32)cc1OCC	-12	1	-7	0	1	-5	2	4	8
40	CC(C)(C)C(=O)c1c(N)[nH]c(C(=O)c2ccccc2)c1-c1ccc(F)cc1	1	2	.	-2	0	.	0	-2	.
41	CS(=O)(=O)Nc1ccc(C2=NN(S(=O)(=O)c3ccc(F)cc3)C(c3ccco3)C2)cc1 (stereo unspecified)	-4	3	8	0	6	-4	-1	10	3
42	CCOC(=O)c1c(C)n(CC(O)c2ccccc2)c2ccc(O)cc12 (stereo unspecified)	5	7	6	-1	6	-3	-2	3	1
43	CCC(Sc1nc2ccsc2c(=O)n1Cc1ccc(C(=O)O)cc1)C(=O)Nc1cccc(OC)c1 (stereo unspecified)	7	-2	23	2	1	-1	3	-2	-10
44	COc1ccc(CN2CCc3ccccc3C2)c(OC)c1OC	2	0	-4	-1	6	-8	-4	1	-7
45	COc1ccc(CC(=O)Nc2cc(S(=O)(=O)N3CCCCC3)ccc2N2CCN(C)CC2)cc1	-2	4	-2	-2	4	-8	3	-4	7
46	O=S1(=O)C=C(SCCN2CCCCC2)c2ccccc21	1	2	-1	-4	5	-5	0	-4	4
47	COc1cc(NC(=O)c2cc([N+](=O)[O-])ccc2NC(=O)CN2CCN(c3ccccn3)CC2)cc(OC)c1	13	10	34*	-2	3	-4	-14	27	-11
48	COc1cccc(C(CC(=O)NCCN2CCOCC2)NS(=O)(=O)c2ccc(C)cc2)c1OC (stereo unspecified)	-7	1	-2	-2	4	-3	1	4	2
49	Cn1c(-c2ccc(Br)o2)nc2cc(Br)ccc21	-2	-2	0	-10	0	-7	-2	-1	-10
50	COc1ccc(-c2nc3ccc(Cl)cn3c2Cc2ccccc2)cc1OC	4	0	-5	1	4	-4	3	-1	-7
51	CCCc1cc(NC(=O)COC(=O)c2nccnc2N)n(-c2ccccc2)n1	0	1	3	1	0	-4	8	2	4
52	Cc1cc[n+](-c2[nH]c(=O)sc2/C=N/N=C(\[O-])c2ccncc2)cc1	7	1	-7	-3	3	-2	4	-3	3
53	Cn1nccc1C(=O)N1CCN(c2ncccn2)CC1	-3	1	-9	-1	4	-3	-3	-3	7
54	COc1ccc(-c2ccccc2NC(=O)C2CCCN(Cc3ccco3)C2)cc1 (stereo unspecified)	-1	0	-16	-4	-1	-3	-5	5	13
55	CCC1Nc2ncnc(N3CCOCC3)c2N(Cc2ccc(Br)cc2)C1=O (stereo unspecified)	5&-5	1&1	6&-2	0&1	12&7	-8&-8	2&1	2&-1	2&6
56	CC1CN2C(c3ccc(Cl)cc3)=CSC2=N1 (stereo unspecified)	-9	1	-13	-18	4	-10	4	-5	4

# Structural class: the entries above with a thiophene ring, fused or not (seven)
cpd	Molecule	CHRM4 antagonist	CHRM4 agonist	M1 antag	M5 ag	TAAR1 agonist	CHRM1 agonist	M5 PAM	M5 antag	M1 PAM
5	O=C(CSc1nnc(-c2cccs2)n1-c1ccccc1)N1CCOCC1	-2	1	23	-3	8	-1	-7	2	-8
7	COc1cc(C#N)ccc1OCC(=O)NCc1cccs1	1	2	1	0	17	-8	10	-4	-2
15	CCn1c(=O)c2cc(C(=O)NCCN(C)C)sc2c2ccccc21	-4	1	-6	-4	-1	-1	19*	-11	2
21	O=C(NN1CCOCC1)c1ccc(Br)s1	4	1	-2	-1	3	-5	8	4	3
27	COC(=O)c1sccc1NC(=O)CC1NCCNC1=O (stereo unspecified)	-3	0	7	2	2	-2	1	9	3
29	N#CC1=C(N)Oc2cc(N)ccc2C1c1cc(Br)cs1 (stereo unspecified)	0	7	9	-1	6	1	-6	4	-4
43	CCC(Sc1nc2ccsc2c(=O)n1Cc1ccc(C(=O)O)cc1)C(=O)Nc1cccc(OC)c1 (stereo unspecified)	7	-2	23	2	1	-1	3	-2	-10

# A portion of the library; count on the stated rates, not on these rows.
